High-throughput results (PubChem BioAssay)
Apoferritin bind: qHTS Assay for Identification of Novel General Anesthetics; Ferritin light chain (Equus caballus), P02791; apoferritin/1-aminoanthracene competitive binding, fluorescence; Potency, µM (doses to about 77.5 µM), for inactives: at the highest dose activity change, negative = displacement, usual class: inhibitors; 350,000 compounds, 0.074% hits; AID 485281, 2010; note: % is set by controls: 0 for no effect and ±100 for the full control effect; nearly all actives have a fitted effect of over 20% in size
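Apoferritin-based anesthetic binding model; compound displacement of fluorescent 1-AMA measured as endpoint fluorescence after 10 minutes at room temperature, scaled to free-ligand and complex controls.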
Pol kappa inh: qHTS for Inhibitors of Polymerase Kappa. DNA polymerase kappa (Homo sapiens), Q9UBT6. purified Pol kappa, fluorescent DNA synthesis assay, 10 min. Potency, µM (doses to about 107 µM), inactives show at the highest dose activity, negative = inhibition, actives largely listed as inhibitors. 400,000 compounds, 0.53% hits; note: % is set by controls: 0 for no effect and ±100 for the full control effect
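Enzyme at 10 nM met test compounds for 15 min at room temperature. Substrate addition (50 nM final) began the reaction, which was monitored by fluorescence at 0 and 10 min.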
APEX1 inh: qHTS Assay for Inhibitors of the Human Apurinic/apyrimidinic Endonuclease 1 (APE1) | DNA repair nuclease/redox regulator APEX1 (Homo sapiens), P27695 | recombinant APE1, TAMRA/BHQ-2 abasic DNA cleavage fluorescence | Potency, µM (doses to about 65.8 µM), without a hit: top-dose activity change, negative = inhibition, most hits filed as inhibitors | 350,000 compounds, 0.35% hits | AID 2517, 2012;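 note: plate controls were vehicle for no effect and reference inhibitor for full effect; nearly all actives have a fitted effect of over 55% in size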
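Incision of a quenched TAMRA/BHQ-2 THF abasic-site duplex (50 nM) by 0.75 nM APE1, after 15 min compound preincubation, measured as fluorescence increase over three 60 s reads. Values normalized to buffer, DMSO and NSC13755 control wells.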
POLI inh: qHTS for Inhibitors of Polymerase Iota | DNA polymerase iota (Homo sapiens), Q9UNA4 | Pol iota fluorescent replication assay, 10 min | Potency, µM (top dose mostly 115 µM), inactives show top-dose activity, negative = inhibition, actives largely listed as inhibitors | 390,000 compounds, 1% hits
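Fluorescent replication assay read twice, at 0 min and 10 min after adding 50 nM (final) substrate. Enzyme (10 nM) and compounds were first incubated 15 min at room temperature; enzyme-free buffer wells were negative controls.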
Pol beta inh: qHTS Assay for Inhibitors of DNA Polymerase Beta; Potency, µM (doses to about 114 µM), for inactives: at the top dose activity change, negative = inhibition, usual class: inhibitors; 340,000 compounds, 1.3% hits; AID 485314, 2010; P06746; Pol beta primer extension/strand displacement, fluorescence kinetic; note: % is set by controls: 0 for no effect and ±100 for the full control effect
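Homogeneous kinetic assay of primer extension and strand displacement by 10 nM Pol beta, preincubated 15 min at room temperature with compound before 50 nM substrate (final) was added. Read at 0 and 10 min; four-parameter Hill fit.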
POLH inh: qHTS for Inhibitors of Polymerase Eta | DNA polymerase eta (Homo sapiens), Q9Y253 | recombinant Pol eta, fluorescent DNA replication assay | Potency, µM (highest dose often 114 µM), inactives show at the highest dose activity change, negative = inhibition, usual class: inhibitors | 390,000 compounds, 1.2% hits | AID 588591, 2011; note: % is set by controls: 0 for no effect and ±100 for the full control effect
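Pol eta at 10 nM preincubated with compounds 15 min at room temperature; reaction started with fluorescent substrate (50 nM final) and read kinetically at 0 and 10 min.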
G9a inh: qHTS Assay for Inhibitors of Histone Lysine Methyltransferase G9a | Histone-lysine N-methyltransferase EHMT2 (Homo sapiens), Q96KQ7 | 350,000 compounds, 8.8% hits | G9a H3K9 monomethylation, AlphaScreen, 2 h | Potency, µM (doses to about 102 µM), for inactives: at the highest dose activity, negative = inhibition, usual class: inhibitors; note: % is set by controls: 0 for no effect and ±100 for the full control effect; nearly all actives have a fitted effect of over 75% in size
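Using a bead-based AlphaScreen, monomethylated H3K9 product from 2 h room-temperature reactions (G9a 20 nM, peptide 500 nM, SAM 20 uM) was detected with 0.5 ug/mL rabbit anti-H3K9me1 antibody.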
BAZ2B inh: qHTS Assay for Inhibitors of BAZ2B | 360,000 compounds, 4.4% hits | AlphaScreen BAZ2B-H3K14Ac peptide displacement | AID 504333, 2011 | Bromodomain adjacent to zinc finger domain protein 2B (Homo sapiens), Q9UIF8 | Potency, µM (top dose mostly 114 µM), for the others: at the highest dose activity change, negative = inhibition, actives largely listed as inhibitors; note: % is set by controls: 0 for no effect and ±100 for the full control effect; nearly all actives have a fitted effect of over 60% in size
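BAZ2B (50 nM) with biotin-H3(5-23)K14Ac peptide (50 nM) in PBS pH 7.4, 0.01% Tween-20, preformed 30 min, then compound 30 min at room temperature; top concentration 110uM. AlphaScreen streptavidin donor/nickel chelate acceptor beads (10 ug/mL final), 20 min dark, signal read.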
BLM inh: qHTS Assay for Inhibitors of Bloom's syndrome helicase (BLM). RecQ-like DNA helicase BLM (Homo sapiens), P54132. recombinant BLM DNA unwinding, fluorescence dequenching. Potency, µM (top dose mostly 56.1 µM), for inactives: at the highest dose activity change, negative = inhibition, most hits filed as inhibitors. 350,000 compounds, 0.2% hits. AID 2528, 2010;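 note: plate controls were vehicle for no effect and no enzyme for full effect; nearly all actives have a fitted effect of over 35% in size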
Target sequence (P54132 whole entry, looked up): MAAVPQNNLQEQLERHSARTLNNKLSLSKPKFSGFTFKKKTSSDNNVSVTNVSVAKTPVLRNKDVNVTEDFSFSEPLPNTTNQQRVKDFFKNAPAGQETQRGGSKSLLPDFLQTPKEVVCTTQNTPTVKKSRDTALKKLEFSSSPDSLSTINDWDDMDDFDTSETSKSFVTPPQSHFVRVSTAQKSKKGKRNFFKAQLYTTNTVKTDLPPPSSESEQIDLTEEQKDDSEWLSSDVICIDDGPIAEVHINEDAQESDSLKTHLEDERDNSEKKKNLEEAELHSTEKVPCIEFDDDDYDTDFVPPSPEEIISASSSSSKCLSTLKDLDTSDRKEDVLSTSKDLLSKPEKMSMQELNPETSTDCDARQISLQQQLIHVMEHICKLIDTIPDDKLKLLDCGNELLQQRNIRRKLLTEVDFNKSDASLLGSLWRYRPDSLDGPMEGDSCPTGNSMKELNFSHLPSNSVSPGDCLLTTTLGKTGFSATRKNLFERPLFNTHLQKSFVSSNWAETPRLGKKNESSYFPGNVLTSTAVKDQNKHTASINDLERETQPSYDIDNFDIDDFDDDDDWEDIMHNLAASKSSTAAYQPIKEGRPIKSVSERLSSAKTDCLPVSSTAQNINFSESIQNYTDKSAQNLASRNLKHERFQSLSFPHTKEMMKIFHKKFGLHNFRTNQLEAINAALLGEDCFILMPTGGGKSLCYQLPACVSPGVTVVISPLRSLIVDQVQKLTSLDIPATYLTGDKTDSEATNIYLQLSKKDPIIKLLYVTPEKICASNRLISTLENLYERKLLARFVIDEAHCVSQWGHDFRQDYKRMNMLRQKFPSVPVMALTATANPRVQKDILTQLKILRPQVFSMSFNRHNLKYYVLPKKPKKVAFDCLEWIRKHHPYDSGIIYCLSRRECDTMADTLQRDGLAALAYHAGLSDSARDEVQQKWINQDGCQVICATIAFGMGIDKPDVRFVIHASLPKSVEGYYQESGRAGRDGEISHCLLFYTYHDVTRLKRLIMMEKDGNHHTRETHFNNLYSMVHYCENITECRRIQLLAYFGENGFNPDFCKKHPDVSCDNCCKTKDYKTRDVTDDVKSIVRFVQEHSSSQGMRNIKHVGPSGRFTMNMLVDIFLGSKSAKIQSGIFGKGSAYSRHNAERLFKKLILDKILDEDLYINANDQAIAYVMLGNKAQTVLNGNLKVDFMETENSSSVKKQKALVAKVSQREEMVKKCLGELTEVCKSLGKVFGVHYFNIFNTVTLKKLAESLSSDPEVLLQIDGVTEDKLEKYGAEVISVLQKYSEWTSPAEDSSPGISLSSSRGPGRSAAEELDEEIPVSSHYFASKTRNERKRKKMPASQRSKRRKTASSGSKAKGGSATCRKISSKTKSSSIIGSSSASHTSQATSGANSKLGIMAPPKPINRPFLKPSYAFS
Starred values were filed as active, the others as inactive; ? = inconclusive; nt = not tested or not shown; [ ] = another dose, or the depositor's remark. Calls come from the whole dose curve; as a rule, active = well fitted curve in the direction sought with a large enough effect; inconclusive = small, poorly fitted or top-dose-only effect, or another doubt; inactive = no such curve, though single readings can be large; an effect the other way counts as inactive or inconclusive. Potency is the fitted concentration of half-maximal effect. Some of the compounds tested; count on the stated rates, not on these rows.

Molecule	Apoferritin bind	Pol kappa inh	APEX1 inh	POLI inh	Pol beta inh	POLH inh	G9a inh	BAZ2B inh	BLM inh
COc1ccc(C(=O)Oc2c(C)occc2=O)cc1OC	-12.5%	-5.0%	-3.2%	-2.1%	-0.3%	-11.7%	8.4%[12.7 µM]	9.1%	-0.6%
CCN(CC)CCN1C(=O)c2ccccc2NC1c1ccc(Br)cc1 (centres undefined)	104.6%[activator]	-0.1%	20.9%	32.0%[activator]	-18.3%	-19.6%	14.0%[59 µM]	?	3.5%
CC(=O)Nc1ccc(C(=O)NCC(=O)OCc2ccccc2F)cc1	-7.4%	4.5%	-2.0%	15.8%	0.4%	0.6%	-5.5%	-22.1%	-6.0%
Cc1ccc(CN(Cc2ccccn2)C(=O)Nc2ccc(C)c(C)c2)cc1	-17.0%	-11.5%	-11.0%	12.1%	2.1%	-13.6%	-6.5%	7.2%	-7.2%
O=C(O)C1(S(=O)(=O)CCC(F)=C(F)F)CC1	5.5%	4.4%	-8.0%	43.9%[activator]	-25.4%	-5.3%	?	-2.6%	-2.7%
Cc1sc2ncn(CC(=O)NCCCOC(C)C)c(=O)c2c1S(=O)(=O)N1CCN(c2ncccn2)CC1	-6.4%	1.4%	-2.9%	18.3%	-24.3%	-18.5%	?	0.4%	-0.4%
C#CCOCCOCCOCCNc1nc(N2CCN(C(=O)[C@H]([C@@H](C)CC)n3cc(CCCCN)nn3)CC2)nc(N2CCN(C(=O)[C@H](CCCCN)n3cc(CCC(=O)O)nn3)CC2)n1	nt	-4.8%	11.6%	?	nt	-18.1%	8.0%[2.33 µM]	-21.8%	nt
Cc1cnc(CNc2cc(-c3ccccc3Cl)ncn2)cn1	nt	7.4%[60.1 µM]	4.3%	nt	nt	nt	-30.4%[0.501 µM]	nt	-0.6%
CCOc1ccc(/C(O)=C2/C(=O)C(=O)N(c3ccccn3)C2c2ccc(C)cc2)c(C)c1 (centres undefined)	-20.2%	-5.7%	-13.8%	-18.8%	0.0%	-13.9%	50.1µM*	0.8%	-3.7%
C=CCNc1nnc(SCC(=O)N2CCC(C(N)=O)CC2)s1	nt	-3.4%	38.6%	30.2%[activator]	nt	-12.7%	4.8%[0.501 µM]	-2.5%	nt
CCc1cccc(NC(=O)Cn2c(=O)n(CCCCCC(=O)NCc3ccc(F)cc3)c(=O)c3sccc32)c1	-8.7%	-22.5%	nt	15.0%	5.0%	nt	2.6%[59 µM]	-2.3%	-13.5%
CCCSC1=C(C#N)C(c2ccc(OC)cc2)C2=C(CC(C)(C)CC2=O)N1 (centres undefined)	-0.8%	-8.5%	-6.5%	-2.0%	4.1%	3.3%	3.3%[12.7 µM]	2.2%	-4.7%
COc1cccc(Cn2c(=O)c(-c3ccc(Cl)cc3)nc3cnc(N4CCOCC4)nc32)c1	nt	7.1%[60.1 µM]	?	nt	nt	nt	-2.8%[0.501 µM]	nt	0.6%
CCCCNS(=O)(=O)/C=C/c1ccccc1	-4.6%	-2.8%	-4.9%	17.2%	-20.2%	-23.7%	15.4%[59 µM]	-4.0%	-1.3%
CCc1nc(C)cn1S(=O)(=O)c1cc(Cl)c(OC)cc1Cl	-15.1%	-4.4%	-0.9%	-3.7%	4.0%	-7.0%	-7.3%	-1.7%	-0.7%

Marked active in G9a inh (from the list above):
SMILES,Apoferritin bind,Pol kappa inh,POLI inh,Pol beta inh,POLH inh,G9a inh,BAZ2B inh,BLM inh
CCOc1ccc(/C(O)=C2/C(=O)C(=O)N(c3ccccn3)C2c2ccc(C)cc2)c(C)c1 (centres undefined),-20.2%,-5.7%,-18.8%,0.0%,-13.9%,50.1µM*,0.8%,-3.7%

(continued)
Molecule	Apoferritin bind	Pol kappa inh	APEX1 inh	POLI inh	Pol beta inh	POLH inh	G9a inh	BAZ2B inh	BLM inh
O=C(Nc1ccccc1Cl)C1CCCN1C(=O)OCc1ccccc1 (centres undefined)	-14.4%	11.5%	53.0%[activator]	-8.8%	3.6%	-7.5%	45.2%	?	0.9%
O=C(NCC1CCCO1)C1c2ccccc2C(=O)N1C1CCCCCC1 (centres undefined)	3.1%	-3.6%	-10.5%	26.5%	1.4%	-0.1%	5.0%[59 µM]	-0.1%	-0.5%
NS(=O)(=O)c1ccc(N/N=C/c2cn(-c3ccccc3)nc2-c2ccccc2)c([N+](=O)[O-])c1	-14.4%	0.1%	-3.6%	12.0%	0.8%	8.3%	?	?	-11.4%
CCN1CCN(c2nc3sc4c(c3c(=O)n2-c2ccc(OC)cc2)CCCCC4)CC1	-23.5%	-15.9%	?	-7.3%[58.9 µM]	-12.7%	-9.1%	?	?	-2.0%
Cc1nnc(SCC(=O)N(C)c2ccccc2)n1-n1cccc1	nt	-7.8%	1.4%	55.0%[activator]	nt	-2.7%	2.3%	-0.1%	nt
COc1cc(OC)c(N(C)S(=O)(=O)c2cccc(C(=O)NC(C)C3CC4CCC3C4)c2)cc1Cl (centres undefined)	4.4%	-10.5%	-0.7%	9.8%	-15.2%	-20.0%	-9.8%	-13.5%	-0.7%
O=C(CN1C(=O)CCS(=O)(=O)c2ccccc21)Nc1ccc(F)cc1	-4.8%	-13.6%	-7.7%	-21.1%	12.3%	10.5%	nt	-9.7%	-0.4%
CSc1nnc(C(C)(C)C)c(=O)n1/N=C/c1c(O)ccc2ccccc12	-4.8%	-10.3%	0.1%	4.7%	2.5%	-1.8%	?	-14.3%	-0.4%
Cc1ccc(/C=N/NC(=O)c2nnn(-c3nonc3N)c2CSc2ccc(Cl)cc2)cc1	-9.3%	-16.3%	2.2%	2.5%	-5.9%	4.8%	2.0%[59 µM]	-17.6%	-4.8%
COc1cc(Cl)ccc1OCc1cc(C(=O)NCC(C)(C)N2CCOCC2)no1	-22.5%	-9.4%	3.9%	-0.2%	12.0%	-0.1%	nt	-6.4%	-1.6%
COc1ccccc1OC(=O)CCc1nc2ccccc2s1	-10.3%	?	0.4%	15.8µM*	?	?	50.1µM*	?	-12.4%
CC(C)C[C@H](N)C(=O)N[C@H](C(=O)N[C@H](C(=O)N[C@@H](Cc1ccc(O)cc1)C(=O)N1CCC[C@H]1C(=O)N[C@@H](Cc1c[nH]c2ccccc12)C(=O)N[C@H](C(=O)N[C@@H](CCC(N)=O)C(=O)N[C@@H](CCCN=C(N)N)C(=O)O)[C@@H](C)O)C(C)C)C(C)C	-16.3%	1.0%[19.4 µM]	5.7%	nt	nt	nt	39.1%[59 µM]	nt	nt
COc1ccc(C)cc1N(C(=O)Cn1nnc(-c2ccc(C)o2)n1)C(C(=O)NC1CCCC1)c1ccncc1 (centres undefined)	-14.9%	-3.1%	-6.0%	92.2%[activator]	28.2%	-9.3%	-25.4%	-13.4%	-5.5%
COc1ccc(S(=O)(=O)Nc2cc(C(C)C)c(O)cc2C)cc1	-5.2%	-1.5%	-3.0%	8.2%	-12.2%	-0.8%	-27.2%[12.7 µM]	-0.7%	-17.2%
CC(=O)c1c(C)oc2c1cc(NS(=O)(=O)c1ccc(Br)cc1)c1ccccc12	-9.3%	-2.5%[60.1 µM]	nt	48.4%[activator]	-18.5%	-20.6%	-0.7%[59 µM]	-12.8%	0.6%
COc1ccc(Cl)cc1C(=O)NNC(=O)COC(=O)CC(NC(C)=O)c1ccccc1 (centres undefined)	nt	-9.3%	2.3%	86.4%[activator]	nt	8.5%	-28.9%	2.0%	nt
CCCCn1c(N)c(-c2nc3ccccc3o2)c2c([N+](=O)[O-])nn(CC)c(=O)c21	1.8%	-2.8%	16.3%	-20.8%	13.6%	3.55µM*	9.4%[59 µM]	7.0%	-16.7%
Nc1nc(CCOc2ccc(F)cc2)cs1	-13.6%	-13.2%	?	53.5%[activator]	-11.0%	-0.1%	?	nt	-1.0%
Cc1ccnc(NC(=O)CS(=O)(=O)c2ccccc2)c1	-1.5%	-1.4%	4.9%	18.8%	1.0%	-14.1%	-2.2%	3.0%	-2.5%
O=C(COC(=O)CNC(=O)C1CCCCC1)Nc1ccccc1	nt	5.1%	10.7%	21.8%	nt	-17.6%	nt	nt	nt
O=S(=O)(c1ccccc1)N1CCC[C@@]2(CCN(Cc3ccccc3)C2)C1	nt	-3.8%[60.1 µM]	0.0%	nt	nt	nt	-3.5%[12.7 µM]	nt	6.0%
Cn1c(=O)oc2cc(S(=O)(=O)Nc3ccc(F)cc3)ccc21	1.4%	-8.2%	-1.4%	51.4%[activator]	56.7%	-21.0%	24.5%	6.4%	1.4%
COc1ccc(C(CNC(=O)c2ccc(S(=O)(=O)Nc3ccccc3F)cc2)N(C)C)cc1 (centres undefined)	-9.2%	4.9%	-2.8%	9.2%	27.9%	10.5%	nt	-3.2%	-2.3%
O=C(NC(=O)c1ccccc1)Nc1ccccc1	-3.0%	-8.2%	50.7%	71.1%[activator]	16.4%	-1.4%	-1.4%	26.1%	-0.6%
CCN(CC(=O)Nc1ccc(NC(C)=O)cc1)C(=O)CSCC(=O)Nc1ccc(C)cc1	nt	4.0%	-0.1%	10.5%	nt	-18.6%	?	9.6%	nt
CC1CCC(NC(=S)NCCN(C)C)CC1 (centres undefined)	-5.8%	-7.2%	?	119.2%[activator]	39.9%[activator]	-16.1%	39.8µM*	50.1µM*	-3.9%
